# From PubChem BioAssay
# RAM network inh: blocks the yeast RAM network. 190,000 compounds, 1.8% hits. S. cerevisiae dse1pr::URA3 reporter, 5-FOA growth OD615, 2 d; analog-sensitive cbk1-as2 kinase mutant strain. inhibition, % at 50 µM;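 active = inhibition above a set limit, 3 SD over mean compound inhibition, cut at about 8.4% in these data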;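 note: 0% = DMSO-only wells with no growth and 100% = 10 µM 1-NA-PP1 full growth; inhibition rescues growth on 5-FOA so higher OD means more RAM inhibition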
# STAT3 act: STAT3 signaling activation; U3A cells, IL-6 STAT3-luciferase reporter, luminescence; 100% = signal with IL-6 EC80 alone; activation (% of control), % at 5.6 µM; 190,000 compounds, 0.91% hits; AID 871;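 active = activation above the screen-wide mean of compound activation plus 3 SD, cut at about 130% in these data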;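 note: 0% = background luminescence of wells with medium and substrate only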
#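 Material: STAT3-luciferase reporter U3A cells. Controls: IL-6-treated wells, 100% activation. Read-out: % activation versus median of IL-6-stimulated wells. Probe or stimulus: IL-6 stimulus at 33 ng/mL final. Timing: compound 1 h, then IL-6 6 h at 37 °C. Signal: reporter luminescence signal.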
# STAT1 activator: STAT1 signaling activation. AID 932. 200,000 compounds, 2.6% hits. NIH 3T3 STAT1-luciferase reporter, IFN-gamma, luminescence; 100% = IFN-gamma alone, no compound. activation (% of control), % at 5.5 µM;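 active = activation above the screen-wide mean activation plus 3 SD, cut at about 130% in these data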;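 note: raw ratio to IFN-gamma control signal so 100% means no change and 0% no light; values of inactives mirror those of a sister screen read the other way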
# APP 5UTR inh: APP translation inhibition; SH-SY5Y APP 5'UTR-luciferase reporter, luminescence; inhibition, % at 2 µM; 190,000 compounds, 0.82% hits;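 active = inhibition above a set limit, derived from the sample mean plus 3 SD, cut at about 45% in these data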; note: values of inactives mirror those of a sister screen read the other way
# STAT1 blocker: inhibitors of IFN-gamma induced STAT1 signaling; NIH 3T3 STAT1-luciferase reporter, luminescence; inhibition, % at 5.5 µM; 200,000 compounds, 0.35% hits; AID 920;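 active = inhibition above a set limit, the mean inhibition across all tested compounds plus 3 SD, cut at about 34% in these data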;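 note: 0% = IFN-gamma with DMSO and 100% = IFN-gamma with 300 µM nifuroxazide; values of inactives mirror those of a sister screen read the other way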
# APP 5'UTR act: activates APP 5'UTR luciferase reporter; 190,000 compounds, 1% hits; AID 1276; SH-SY5Y APP 5'UTR luciferase reporter, luminescence; zero percent = DMSO vehicle wells; activation, % at 2 µM;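 active = activation above a set limit, based on mean plus 3 SD of controls, cut at about 140% in these data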; note: values of inactives mirror those of a sister screen read the other way
# NF-kB neuron act: compounds increasing NF-kB expression in human neuronal cells; NF-kB reporter expression; stronger effect = higher value; fold change at 12.5 µM; 190,000 compounds, 1.6% hits; AID 1239; in the data active = fold change above about 3.3
# STAT3 blocker: inhibitors of IL-6 induced STAT3 signaling; U3A cells, IL-6 STAT3-luciferase reporter, luminescence; host cell line lacks STAT1; inhibition, % at 5.5 µM; 190,000 compounds, 0.89% hits; AID 862;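 active = inhibition above the mean inhibition across all screened compounds plus 3 SD, cut at about 44% in these data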;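 note: 0% = DMSO only wells and 100% = 100 µM nifuroxazide control wells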
# Hsp70 activator: Hsp70 transcriptional activation, primary screen | HeLa Hsp70 promoter luciferase reporter, luminescence; scaled: vehicle 0, proteasome-inhibitor control 100% | activation, % at 10 µM | 200,000 compounds, 0.04% hits | AID 1203;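 active = activation above the mean across all tested compounds plus 3 SD, cutoff set per campaign, cut at about 5.5% in these data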;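 note: 100% = MG132 at 30 µM as the positive control and 0% = DMSO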
# FLuc inhib CS: inhibits firefly luciferase, flagging false hits in luciferase inhibition screens; inhibition, % at 10 µM; ATPLite firefly luciferase biochemical luminescence, 10 min; 200,000 compounds, 1.5% hits; AID 1006; P08659;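 active = inhibition above about 50% when tested at 10 µM, limit read from the data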
# Target sequence (P08659 whole entry, looked up): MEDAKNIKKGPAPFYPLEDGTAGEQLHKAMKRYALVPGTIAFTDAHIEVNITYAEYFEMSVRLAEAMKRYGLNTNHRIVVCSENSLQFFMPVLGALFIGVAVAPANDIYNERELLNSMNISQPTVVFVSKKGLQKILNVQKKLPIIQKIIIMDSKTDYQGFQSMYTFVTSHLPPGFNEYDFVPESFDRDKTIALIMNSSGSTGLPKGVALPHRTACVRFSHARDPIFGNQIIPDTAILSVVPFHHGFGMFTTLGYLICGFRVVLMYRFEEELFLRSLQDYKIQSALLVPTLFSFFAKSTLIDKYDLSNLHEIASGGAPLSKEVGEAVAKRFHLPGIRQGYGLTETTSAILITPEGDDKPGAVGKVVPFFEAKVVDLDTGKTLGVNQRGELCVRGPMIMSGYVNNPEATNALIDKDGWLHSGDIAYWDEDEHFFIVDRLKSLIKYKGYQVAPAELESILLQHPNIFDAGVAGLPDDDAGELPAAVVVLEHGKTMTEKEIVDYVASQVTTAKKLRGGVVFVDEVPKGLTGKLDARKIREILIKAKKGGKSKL
# * hit, by the source's call; . = not tested or not shown.
1. CC(C)(C)SCCNC(=O)CSCc1ccc([N+](=O)[O-])cc1
2. COc1ccc(CCNc2cc(N3CCN(C(=O)c4ccccc4F)CC3)ccc2[N+](=O)[O-])cc1OC
3. O=C(O)c1cccc(NC(=O)c2cc(S(=O)(=O)N3CCOCC3)cs2)c1
4. Cn1c(NCCCN2CCOCC2)nc2c1c(=O)n(Cc1ccc(Cl)cc1Cl)c(=O)n2C
5. COc1ccc(Cc2nnc(SCC(=O)N3CCCCC3)o2)cc1
6. CCOc1ccc(C(NC(=O)/C=C/c2ccco2)c2ccc(OC)c(OC)c2)cc1 (configuration not stated)
7. CCOc1ccc(C2=Cc3cc(OC)c(OC)cc3C(=C(Cl)Cl)O2)cc1
8. Cc1cc(Cl)ccc1OCC(=O)Nn1c(C)ccc1C
assay / compound	1	2	3	4	5	6	7	8
RAM network inh	-0.9	3.5	0.0	1.7	0.1	2.2	0.3	2.5
STAT3 act	97	45	109	87	104	96	94	99
STAT1 activator	93	93	96	86	104	96	101	102
APP 5UTR inh	4	4	8	1	4	15	-12	-17
STAT1 blocker	8	8	4	16	-7	4	-1	-3
APP 5'UTR act	-4	-4	-8	-1	-4	-15	12	17
NF-kB neuron act	1.2	0.8	0.96	0.62	1.1	1.4	0.8	1.1
STAT3 blocker	15	69*	-4	22	-1	8	13	5
Hsp70 activator	-0.1	-0.3	0.0	-0.3	-0.5	-0.5	-0.4	-0.1
FLuc inhib CS	0	-4	-4	-6	-2	-6	-6	2

9. Cc1cc(C(=O)CSc2nnc(NCc3ccccc3)s2)c(C)n1C
10. Cc1ccc(-n2nnc3c(=O)n(CC(=O)NCC4CCCO4)cnc32)cc1 (configuration not stated)
11. CN(C)S(=O)(=O)c1ccc(=S)[nH]c1
12. C/C(CCC(C)C)=N\Nc1ccc(S(N)(=O)=O)cc1[N+](=O)[O-]
13. FC(F)(F)c1cc(-c2ccc3c(c2)OCO3)nc(NCc2ccco2)n1
14. O=C(CCS(=O)(=O)c1ccccc1)Nc1ccc2c(c1)OCO2
15. CC(C)c1ccccc1N=C1SCCN1C1CCS(=O)(=O)C1 (configuration not stated)
16. COc1cccc(/C=C2\SC(=S)N(NC(=O)c3ccncc3)C2=O)c1
assay / compound	9	10	11	12	13	14	15	16
RAM network inh	1.1	1.2	0.7	3.0	4.8	-0.1	0.8	0.8
STAT3 act	104	96	97	99	107	113	100	101
STAT1 activator	101	101	103	104	102	136*	92	101
APP 5UTR inh	2	3	-6	-9	-8	2	1	9
STAT1 blocker	-1	-1	-4	-4	-3	-37	9	-2
APP 5'UTR act	-2	-3	6	9	8	-2	-1	-9
NF-kB neuron act	1.1	1.1	1.2	1.2	0.9	2.2	1.4	0.99
STAT3 blocker	6	15	10	7	-6	-15	5	0
Hsp70 activator	0.1	-0.2	-0.2	0.2	-0.2	0.1	0.2	-0.2
FLuc inhib CS	4	-7	-6	-7	-5	-2	-9	9

17. CCCCCC(=O)Nc1ccc(N2CCN(C(=O)c3ccccc3)CC2)cc1
18. CCn1c2ccccc2c2cc(CNCc3ccc(OC)cc3OC)ccc21
19. CCOC(=O)c1c(NC(C)=O)no[n+]1[O-]
20. CC(NC(=O)C1CCCCC1)C(=O)NC1=NCCS1 (configuration not stated)
21. COc1cccc(/C=N/n2c(=O)[nH]c3ccccc32)c1OC
22. CCCc1ccc(OCCNC(=O)CC)cc1
23. COc1ccc2nc(NC(=O)CN3CCN(C)CC3)sc2c1
24. O=C(C1=C[C@H](c2ccc(C(F)(F)F)cc2)C[C@H](OCCCCO)O1)N1CCOCC1
assay / compound	17	18	19	20	21	22	23	24
RAM network inh	4.5	-0.4	1.2	3.5	3.1	0.7	1.4	0.8
STAT3 act	101	90	92	99	83	113	112	.
STAT1 activator	112	95	96	101	110	108	112	101
APP 5UTR inh	-1	25	4	11	1	32	-1	0
STAT1 blocker	-5	3	2	-1	-12	-15	-13	0
APP 5'UTR act	1	-25	-4	-11	-1	.	1	0
NF-kB neuron act	1.9	0.85	1.2	1	1.5	1.3	1.5	1.3
STAT3 blocker	2	18	14	8	24	-13	-9	.
Hsp70 activator	-0.5	-0.3	-0.3	-0.1	0.0	0.1	-0.4	0.3
FLuc inhib CS	0	1	-1	-4	10	1	-2	-8

25. COc1ccccc1NC(=O)Cn1c(=O)sc2ccccc21
26. O=C(CSc1ncn[nH]1)Nc1ccc(S(=O)(=O)N2CCCC2)cc1
27. CCC(Sc1ccccn1)C(=O)Nc1cccc([N+](=O)[O-])c1 (configuration not stated)
28. O=[N+]([O-])c1ccccc1NCCNc1ncc(C(F)(F)F)cc1Cl
29. NS(=O)(=O)c1cccc(NC(=O)CSc2nn(-c3ccccc3)c(=S)s2)c1
30. CC(C)(C)NS(=O)(=O)c1ccc(NC(=O)C2CCCCC2)cc1
31. COC(=O)[C@H](CC(C)C)NC(=O)Nc1ccc2c(c1)OCCO2
32. O=C(O)c1ccnc(C(=O)O)c1
assay / compound	25	26	27	28	29	30	31	32
RAM network inh	3.0	-0.6	2.6	7.2	2.5	6.1	0.0	-0.1
STAT3 act	94	90	107	99	105	92	97	99
STAT1 activator	99	98	85	107	89	97	102	106
APP 5UTR inh	.	-11	2	6	14	2	-12	0
STAT1 blocker	3	3	16	-8	12	3	-2	-6
APP 5'UTR act	.	11	-2	-6	-14	-2	12	0
NF-kB neuron act	1	1.1	1.2	1.2	1.5	1.3	1.1	1.1
STAT3 blocker	7	18	4	7	-5	9	6	5
Hsp70 activator	-0.3	0.0	0.3	-0.1	-0.4	0.1	0.0	0.3
FLuc inhib CS	-6	-8	1	-4	-7	-9	-6	-4

33. CCO[C@H]1OC(C(=O)NC2CC2)=C[C@@H](c2coc3ccccc3c2=O)[C@@H]1CCCO
34. CCN(CC)S(=O)(=O)c1ccc(=O)[nH]c1
35. Cc1nnc(NC(=O)C2CCCN2S(=O)(=O)c2ccc(Cl)cc2)s1 (configuration not stated)
36. Cc1nn(C)c(C)c1NC(=O)c1ccnn1C
37. CCOc1cc(CNCc2cccs2)ccc1OCC(=O)NC(C)(C)C
38. O=C(O)CC1=C(O)C(=O)N(c2ccccc2)C1c1ccccc1 (configuration not stated)
39. NC(=O)CNC(=O)C1CCCc2c1[nH]c1ccc(Cl)cc21 (configuration not stated)
40. Cc1ccc2nc(-c3ccc(NC(=O)C4CCCO4)cc3)[nH]c2c1 (configuration not stated)
assay / compound	33	34	35	36	37	38	39	40
RAM network inh	1.4	2.5	6.5	2.0	0.0	0.5	2.4	-0.1
STAT3 act	.	102	99	95	91	108	100	41
STAT1 activator	99	98	98	99	101	104	104	95
APP 5UTR inh	-18	-22	13	0	4	-3	-4	-115
STAT1 blocker	2	2	2	1	-1	-6	-4	6
APP 5'UTR act	18	22	-13	0	-4	3	4	115
NF-kB neuron act	1.1	1.1	1.1	1.1	0.68	1.1	0.93	3.8*
STAT3 blocker	.	1	7	7	9	-6	2	72*
Hsp70 activator	-0.1	-0.2	-0.3	0.1	-0.4	-0.3	-0.1	0.1
FLuc inhib CS	-5	-9	-6	-3	0	-1	-8	82*

41. CCN(CC)C(=O)C1CCCN(c2ccccc2[N+](=O)[O-])C1 (configuration not stated)
42. CCc1nc(SCC(=O)Nc2cc(C)on2)n[nH]1
43. Cc1nn(C)c(Cl)c1NC(=O)OCc1ccc(F)cc1
44. Cc1ccc(OCc2cc(C(=O)Nc3ccccc3)oc2C)cc1
45. CC(C)(C)c1ccc(-c2nc(C#N)c(NCc3ccncc3)o2)cc1
46. Cc1cc(C)c(C(N)=O)c(NC(=O)Nc2ccccc2Cl)n1
47. Cc1cc(NC(=S)NC(=O)/C=C/c2ccc(S(=O)(=O)N3CCOCC3)cc2)ccc1Br
48. COc1ccccc1-c1c(C)oc2c(CN3CCN(CCO)CC3)c(O)ccc2c1=O
assay / compound	41	42	43	44	45	46	47	48
RAM network inh	0.1	1.0	0.9	2.8	2.0	2.2	3.1	1.1
STAT3 act	99	101	93	103	107	99	102	102
STAT1 activator	92	106	92	107	131*	111	97	107
APP 5UTR inh	0	-13	-4	-2	.	-14	-2	4
STAT1 blocker	7	-7	9	-7	-34	-12	0	-8
APP 5'UTR act	0	13	4	2	.	14	2	-4
NF-kB neuron act	0.91	1	0.97	1.7	2.3	1.2	0.82	1.3
STAT3 blocker	7	2	15	-3	-2	9	2	4
Hsp70 activator	-0.4	0.0	-0.3	-0.3	0.8	-0.1	-0.1	0.0
FLuc inhib CS	5	0	4	4	11	-3	0	-9

49. CCCOc1ccc(N2CC(C(=O)Nc3ccccc3C(=O)NC)CC2=O)cc1 (configuration not stated)
50. Cc1ccc(-c2cc(C(=O)Nc3ccccc3C)c3ccccc3n2)o1
51. Cc1ccc(S(=O)(=O)/N=C2/NC(=O)/C(=C/c3ccc(Br)o3)S2)cc1
52. CCCCCC1CC(CC(=O)Nc2nncs2)C(=O)O1 (configuration not stated)
53. O=C(NCCc1ccccc1)c1c(O)c2cccc3c2n(c1=O)CC3
54. Cc1ccc(-n2c(C)cc(/C=N/NC(=O)CC3(C)OCCO3)c2C)cc1
55. CCC(=O)Nc1cc(C(=O)OCc2ccc(C(=O)Oc3ccccc3)cc2)ccc1C
56. O=C(OCC(=O)N1CCN(c2ccccc2)CC1)c1ccc2ccccc2n1
57. CCN(CC)S(=O)(=O)c1cccc(C(=O)OCC(=O)c2ccc3c(c2)OCCO3)c1
58. CCNC(=S)NCc1ccc(Cl)cc1
59. O=C(CS(=O)(=O)Cc1ccccc1)Nc1nc2c(s1)CCCC2
assay / compound	49	50	51	52	53	54	55	56	57	58	59
RAM network inh	3.8	1.2	3.2	-0.5	22*	-0.4	3.0	2.6	14*	.	0.8
STAT3 act	110	99	110	104	83	103	98	113	97	103	98
STAT1 activator	103	97	101	100	105	106	105	94	105	90	100
APP 5UTR inh	16	-11	-2	7	8	6	-2	-5	-6	8	0
STAT1 blocker	-5	6	-1	0	-5	-6	-6	7	-6	11	0
APP 5'UTR act	-16	11	2	-7	-8	-6	2	5	6	-8	0
NF-kB neuron act	1	0.78	0.95	1	1.1	0.87	1.4	0.99	1.1	.	1.2
STAT3 blocker	-9	5	-15	-1	24	-2	6	-13	12	1	2
Hsp70 activator	-0.1	0.2	-0.1	0.0	0.0	-0.3	-0.6	-0.3	-0.4	-0.3	-0.4
FLuc inhib CS	-1	6	-5	-5	-4	3	-5	-5	87*	.	-6

# Sorted by length of the SMILES (lowest first): 5 of the compounds above
59. O=C(CS(=O)(=O)Cc1ccccc1)Nc1nc2c(s1)CCCC2
56. O=C(OCC(=O)N1CCN(c2ccccc2)CC1)c1ccc2ccccc2n1
49. CCCOc1ccc(N2CC(C(=O)Nc3ccccc3C(=O)NC)CC2=O)cc1 (configuration not stated)
54. Cc1ccc(-n2c(C)cc(/C=N/NC(=O)CC3(C)OCCO3)c2C)cc1
51. Cc1ccc(S(=O)(=O)/N=C2/NC(=O)/C(=C/c3ccc(Br)o3)S2)cc1
assay / compound	59	56	49	54	51
RAM network inh	0.8	2.6	3.8	-0.4	3.2
STAT3 act	98	113	110	103	110
STAT1 activator	100	94	103	106	101
APP 5UTR inh	0	-5	16	6	-2
STAT1 blocker	0	7	-5	-6	-1
APP 5'UTR act	0	5	-16	-6	2
NF-kB neuron act	1.2	0.99	1	0.87	0.95
STAT3 blocker	2	-13	-9	-2	-15
Hsp70 activator	-0.4	-0.3	-0.1	-0.3	-0.1
FLuc inhib CS	-6	-5	-1	3	-5
